CAL-PDZ inh HTS = untagged CAL PDZ binding inhibitors, primary screen, biochemical, fluorescence polarization, HTS; Golgi-associated PDZ and coiled-coil motif-containing protein (Homo sapiens), Q9HD26; purified CAL PDZ, TMR-peptide fluorescence polarization, 1 h; inhibition, % at 24.9 µM; actives 0.92% (n = 300,000); AID 602252, 2012;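 active means mean inhibition of at least 30% with at least half of replicates also reaching 30%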;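 further: 0% = DMSO neutral control and 100% = excess unlabeled competitor peptide PRC23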
Keap1 Nrf2 FP = Keap1-Nrf2 protein-protein interaction inhibitors, primary screen, biochemical, fluorescence polarization, single point | Kelch-like ECH-associated protein 1 (Homo sapiens), Q14145 | Keap1 Kelch-Nrf2 peptide fluorescence polarization, 1536-well | inhibition, % at 9.4 µM | actives 0.15% (n = 340,000); in the data active means inhibition above about 12%;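 further: human Keap1 Kelch domain with fluorescein labeled Nrf2 9mer peptide probe; 0% = neutral control wells and 100% = peptide positive control; higher means more block of Keap1 binding to Nrf2 peptide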
Target sequence (Q14145 whole entry, looked up, the tested form may be a part): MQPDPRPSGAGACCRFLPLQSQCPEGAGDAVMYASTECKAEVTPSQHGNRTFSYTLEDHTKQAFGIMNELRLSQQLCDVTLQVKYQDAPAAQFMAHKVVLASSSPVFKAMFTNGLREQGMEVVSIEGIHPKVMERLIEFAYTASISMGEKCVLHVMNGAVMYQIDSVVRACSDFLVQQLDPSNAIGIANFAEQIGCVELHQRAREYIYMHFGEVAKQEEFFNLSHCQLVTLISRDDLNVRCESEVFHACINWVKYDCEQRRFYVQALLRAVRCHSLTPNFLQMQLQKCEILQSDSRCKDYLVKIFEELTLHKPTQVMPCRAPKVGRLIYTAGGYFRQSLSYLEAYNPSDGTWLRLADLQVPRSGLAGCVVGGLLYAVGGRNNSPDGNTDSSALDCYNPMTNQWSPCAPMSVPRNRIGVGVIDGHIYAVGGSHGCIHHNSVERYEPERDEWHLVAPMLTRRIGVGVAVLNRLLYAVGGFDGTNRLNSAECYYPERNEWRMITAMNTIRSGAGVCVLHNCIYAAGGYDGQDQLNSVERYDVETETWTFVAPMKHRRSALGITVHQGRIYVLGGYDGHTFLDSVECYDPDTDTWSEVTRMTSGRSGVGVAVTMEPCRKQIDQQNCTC
HTR5A inv ctr = HTR5A inverse agonists in luminescence cell assay, primary screen, counter-screen for OPRM1-OPRD1 heterodimer inverse agonist project, full-deck HTS; 5-hydroxytryptamine receptor 5A (Homo sapiens), P47898; HTR5A cell line, inverse agonism; inhibition, % at 9.3 µM; actives 0.083% (n = 340,000); in the data active means inhibition mostly above about 23%, no sharp cut-off; inactive means mostly below about 18%;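 further: 0% = cells with DMSO and 100% = no-cell wells with DMSO; some compounds called inactive have numbers as strong as hits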
Target sequence (P47898 whole entry, looked up): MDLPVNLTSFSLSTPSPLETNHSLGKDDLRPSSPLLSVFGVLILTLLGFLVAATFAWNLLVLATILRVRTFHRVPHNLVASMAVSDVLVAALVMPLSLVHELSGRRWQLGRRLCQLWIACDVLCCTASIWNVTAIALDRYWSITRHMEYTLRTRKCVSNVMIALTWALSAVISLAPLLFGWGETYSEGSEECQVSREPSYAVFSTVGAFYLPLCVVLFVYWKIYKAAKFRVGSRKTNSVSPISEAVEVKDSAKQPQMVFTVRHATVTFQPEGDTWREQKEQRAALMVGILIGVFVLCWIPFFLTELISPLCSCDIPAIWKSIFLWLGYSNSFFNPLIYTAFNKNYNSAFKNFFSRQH
MOR-DOR ag = agonists of OPRM1-OPRD1 heterodimerization, primary screen, cell-based, luminescence; actives 0.3% (n = 340,000); cells; activation, % at 9.3 µM; Mu-type opioid receptor (Homo sapiens) + Delta-type opioid receptor (Homo sapiens), …; in the data active means activation above about 18%;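 further: 0% = vehicle-treated cells and 100% = reference agonist; values of inactives mirror those of a sister screen read the other way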
Cardiac RTF inh = cardiac RTF calcium sensitivity inhibitors, primary screen, biochemical, IANBD-TnC fluorescence, EC70 calcium; Troponin I, cardiac muscle (Homo sapiens) + Troponin T, cardiac muscle (Homo sapiens) + …; IANBD-labeled cardiac RTF, Ca2+ fluorescence; inhibition, % at 7.15 µM; actives 0.12% (n = 340,000); AID 493244, 2011;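 active means inhibition above the mean inhibition of all tested compounds plus 3 SD, cut at about 17% in these data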;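 further: assay run at fixed EC70 calcium of 1.6 mM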
MOR-DOR inv ag = inverse agonists of MOR-DOR heterodimerization, primary screen, cell-based, luminescence | cell-based MOR-DOR heterodimer luminescence, inverse agonism | actives 0.21% (n = 340,000) | inhibition, % at 9.3 µM | Mu-type opioid receptor (Homo sapiens) + Delta-type opioid receptor (Homo sapiens), …; in the data active means inhibition above about 22%, passing the limit was not always enough;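 further: 0% = cells with DMSO and 100% = wells without cells with DMSO; values of inactives mirror those of a sister screen read the other way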
HTR5A ag ctr = HTR5A agonists in luminescence cell assay, primary screen, counter-screen for OPRM1-OPRD1 heterodimer agonist project, full-deck HTS | 5-hydroxytryptamine receptor 5A (Homo sapiens), P47898 | activation, % at 9.3 µM | AID 504692, 2011 | cell-based | actives 0.61% (n = 340,000); in the data active means activation mostly above about 9.5%, no sharp cut-off; inactive means mostly below about 7.6%;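 further: 0% = cells with vehicle only and 100% = reference agonist; strong numbers were not always called active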
LANA DNA inh = inhibitors of KSHV C-LANA binding to DNA, primary screen, biochemical, fluorescence polarization, FAM-LBS DNA, MBP-C-LANA, single point; Kaposi's sarcoma herpesvirus LANA C-terminal domain (residues 932-1162) DNA binding; inhibition, % at 9 µM; actives 0.078% (n = 340,000); AID 504423, 2011;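 active means highest replicate inhibition at or above 60% at 9 µM, even if other replicates fall short; inactive means all replicates below 60% inhibition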;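 further: 0% = neutral control wells and 100% = 4 µM acridine orange control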
cardiac RTF act = cardiac RTF calcium sensitivity activators, primary screen, biochemical, IANBD-TnC fluorescence, EC20 calcium; Troponin I, cardiac muscle (Homo sapiens) + Troponin T, cardiac muscle (Homo sapiens) + …; IANBD-labeled TnC RTF fluorescence at EC20 calcium; 0% EC20 calcium, 100% full calcium; activation, % at 7.2 µM; actives 0.24% (n = 340,000);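 active means activation above the mean over all tested compounds plus 3 SD, cut at about 30% in these data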;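 further: rise in fluorescence read as greater calcium sensitivity of cardiac thin filaments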
V-ATPase pHluor = regulators of yeast V-ATPase proton pumping, primary screen, pHLuorin cytosolic pH fluorescence; actives 0.37% (n = 350,000); S. cerevisiae; response, % at 10 µM; in the data active means response mostly above about 7.3%, no sharp cut-off; inactive means mostly below about 5.4%; further: actives read high; inactives centre near 0; some compounds called inactive have numbers as strong as hits; reference of the scale not given here
Starred values were filed as active, the others as inactive; · = no result given. Not a hit list (roughly 2.8% active in at least one column).

Sample of the layout:
SMILES	CAL-PDZ inh HTS	Keap1 Nrf2 FP	HTR5A inv ctr	MOR-DOR ag	Cardiac RTF inh	MOR-DOR inv ag	HTR5A ag ctr	LANA DNA inh	cardiac RTF act	V-ATPase pHluor
O=C(Nc1ccc(S(=O)(=O)NCC2CCCO2)cc1)c1ccccc1 (stereo unspecified)	-5	-1	3	-3.0	9	14	2	-0.2	3	1
CS(=O)(=O)N1CCC(C(=O)NCc2ccc3c(c2)OCO3)CC1	1	0	-4	-1.8	-8	9	1	-2.0	-2	-2
CCOC(=O)N1CCC(Nc2c(NCCN3CCN(c4cccc(Cl)c4)CC3)c(=O)c2=O)CC1	·	3	-22	-3.9	-3	20	8	0.6	-2	-1
CSc1nc2c(c(-c3ccccc3)c1C#N)CCC2	-2	-3	17	4.0	-10	-19	-7	1.0	0	1
O=C(CN1C(=O)c2ccc([N+](=O)[O-])cc2C1=O)Nc1ccccc1N1CCCC1	-6	-5	7	3.6	-7	-23	-4	1.0	-6	-1
CCc1noc(C)c1C(=O)N1CCCC(N2CCN(c3ccccc3F)CC2)C1 (stereo unspecified)	·	-2	-9	-0.9	1	7	5	-2.8	-1	1
O=C(Nc1ccc(N2CCN(C(=O)c3cccs3)CC2)cc1)c1ccccc1Cl	-4	-2	-6	-0.6	-6	3	-1	-1.5	-4	6
CCC(C)(C)n1nnnc1C(c1cc2cc3c(cc2[nH]c1=O)OCO3)N1CCN(C)CC1 (stereo unspecified)	2	-4	-6	-1.6	-6	9	2	1.2	8	-4
COc1ccc(S(=O)(=O)N(CC(=O)NCC2CCCO2)Cc2ccccc2)cc1 (stereo unspecified)	-3	3	-1	-1.0	-3	6	1	-0.8	0	-2
COc1ccccc1N(C)S(=O)(=O)c1ccc(Cl)c(C(=O)NC2=NCCS2)c1	-2	-8	0	0.1	1	0	0	1.3	1	-1
O=C(Nc1cccc(CCc2ccccn2)c1)c1cc(F)c(F)cc1Cl	-3	-1	11	-2.0	-6	12	-4	0.6	2	0
CCCn1c(SCC(=O)NCCc2ccc(OC)c(OC)c2)nc2c1c(=O)n(C)c(=O)n2C	·	0	-19	-0.9	-2	5	-5	0.3	1	-1

Main list, repeating the preview:
SMILES	CAL-PDZ inh HTS	Keap1 Nrf2 FP	HTR5A inv ctr	MOR-DOR ag	Cardiac RTF inh	MOR-DOR inv ag	HTR5A ag ctr	LANA DNA inh	cardiac RTF act	V-ATPase pHluor
O=C(Nc1ccc(S(=O)(=O)NCC2CCCO2)cc1)c1ccccc1 (stereo unspecified)	-5	-1	3	-3.0	9	14	2	-0.2	3	1
CS(=O)(=O)N1CCC(C(=O)NCc2ccc3c(c2)OCO3)CC1	1	0	-4	-1.8	-8	9	1	-2.0	-2	-2
CCOC(=O)N1CCC(Nc2c(NCCN3CCN(c4cccc(Cl)c4)CC3)c(=O)c2=O)CC1	·	3	-22	-3.9	-3	20	8	0.6	-2	-1
CSc1nc2c(c(-c3ccccc3)c1C#N)CCC2	-2	-3	17	4.0	-10	-19	-7	1.0	0	1
O=C(CN1C(=O)c2ccc([N+](=O)[O-])cc2C1=O)Nc1ccccc1N1CCCC1	-6	-5	7	3.6	-7	-23	-4	1.0	-6	-1
CCc1noc(C)c1C(=O)N1CCCC(N2CCN(c3ccccc3F)CC2)C1 (stereo unspecified)	·	-2	-9	-0.9	1	7	5	-2.8	-1	1
O=C(Nc1ccc(N2CCN(C(=O)c3cccs3)CC2)cc1)c1ccccc1Cl	-4	-2	-6	-0.6	-6	3	-1	-1.5	-4	6
CCC(C)(C)n1nnnc1C(c1cc2cc3c(cc2[nH]c1=O)OCO3)N1CCN(C)CC1 (stereo unspecified)	2	-4	-6	-1.6	-6	9	2	1.2	8	-4
COc1ccc(S(=O)(=O)N(CC(=O)NCC2CCCO2)Cc2ccccc2)cc1 (stereo unspecified)	-3	3	-1	-1.0	-3	6	1	-0.8	0	-2
COc1ccccc1N(C)S(=O)(=O)c1ccc(Cl)c(C(=O)NC2=NCCS2)c1	-2	-8	0	0.1	1	0	0	1.3	1	-1
O=C(Nc1cccc(CCc2ccccn2)c1)c1cc(F)c(F)cc1Cl	-3	-1	11	-2.0	-6	12	-4	0.6	2	0
CCCn1c(SCC(=O)NCCc2ccc(OC)c(OC)c2)nc2c1c(=O)n(C)c(=O)n2C	·	0	-19	-0.9	-2	5	-5	0.3	1	-1
COC(=O)c1c(C(=O)OC)c(-c2cccc(F)c2)n2c1CS(=O)(=O)C2	1	3	4	-2.8	-4	16	-1	3.3	-3	1
O=C(O)c1cc(-c2ccc(Br)s2)nc2ccccc12	·	-6	-7	-3.8	-4	17	2	3.7	-3	3
Cc1ccccc1CSc1nnc(NC(=O)Cc2cccs2)s1	-5	-2	-5	2.4	0	-17	5	-0.8	0	1
COc1ccc(CN(C(=O)CSc2nnc(-c3ccccc3F)o2)c2ccc(F)cc2)cc1	-5	-6	23	1.0	9	-6	0	0.4	2	-1
O=C(COc1ccc(F)cc1Cl)Nc1nc(-c2ccccn2)cs1	-2	-2	-12	0.8	10	-4	5	-2.7	-4	-1
CCCCOc1ccc(C(=O)N2CCN(CC(=O)Nc3ccc(C)cc3)CC2)cc1OC	-2	0	-4	3.3	2	-23	0	0.3	-3	-2
O=C1NC(c2ccco2)Nc2ccccc21 (stereo unspecified)	1	1	15	-2.4	2	10	1	1.3	0	-2
Cc1nnc(NC(=O)CSc2nnc(-c3ccc(S(=O)(=O)N4CCCC4)cc3)n2C)s1	-3	4	27	0.0	2	0	-2	-0.3	4	1
Clc1ccc(CSc2ccc(-c3ccco3)nn2)cc1	-2	-3	4	-1.6	-6	8	-2	0.6	4	4
O=C(Nc1ccccc1)NC1CCN(CCCN2C(=O)c3ccccc3C2=O)CC1	-3	-7	-8	-2.0	-4	11	3	1.1	2	-1
O=C(NC1CCCC1)C(c1cc2c(cc1[N+](=O)[O-])OCO2)N1CCCC1 (stereo unspecified)	-3	-7	15	-0.4	0	2	5	-1.5	5	5
O=C(CSc1nnc(-c2cccnc2)n1Cc1ccccc1)N1CCOCC1	·	2	11	-1.4	-4	8	3	0.7	0	1
COc1ccccc1NC(=O)Cn1c(CCC(=O)O)ccc1-c1ccccc1	-4	-7	-2	-2.2	0	12	1	-0.4	2	-1
CCCCOc1cc(CC2CNC(=O)N2)ccc1OC (stereo unspecified)	-7	0	-11	-0.5	-14	3	-1	1.3	0	3
CCCCCN(C(=O)NC(=O)Nn1cnnc1)S(C)(=O)=O	-3	2	12	-0.1	5	1	-5	0.4	4	·
O=C1CC2(CCN(C(=O)COc3ccccc3F)CC2)Oc2ccccc21	-11	0	-4	0.6	-3	-4	2	-0.1	-1	1
COc1ccc(OC)c(C2NC(=O)c3sc(=S)n(-c4ccccc4)c3N2)c1 (stereo unspecified)	-3	-1	3	-2.7	-6	14	6	0.4	3	-1
COc1ccc2oc(=O)c(C(=O)N3CCN(c4ccccc4F)CC3)cc2c1	0	4	-8	-2.4	-3	12	-6	-0.2	0	-1
COc1ccc(-c2csc3ncnc(NCCN4CCOCC4)c23)cc1	-6	-2	9	-2.8	-5	12	-3	2.6	0	-4
COc1ccc(/C=C2\SC(=S)N(C(C)C(=O)NC3C=CS(=O)(=O)C3)C2=O)cc1 (stereo unspecified)	-4	-1	-5	-1.7	2	8	0	1.1	1	-6
Cc1ccc(S(=O)(=O)N(C)C)cc1NC(=O)COC(=O)Cc1ccccc1F	-1	-3	5	-1.2	-11	7	-2	1.9	-2	3
CC1=NN(c2ccccc2)C(=O)/C1=C\c1ccc(Br)s1	-2	3	-10	-1.3	0	9	0	1.9	0	-2
CCOC(=O)Cc1csc(NC(=O)c2ccc3c(c2)OCO3)n1	3	1	1	-0.5	-17	3	-1	-1.7	1	-2
CC(=O)c1ccc(S(=O)(=O)NC2CC(=O)N(c3ccc4c(c3)OCCO4)C2)cc1 (stereo unspecified)	·	2	3	-1.1	-1	8	-1	-0.5	-3	0
CCCCN(C(=O)C(C)N1C(=O)c2ccccc2C1=O)c1c(N)n(CC(C)C)c(=O)[nH]c1=O (stereo unspecified)	·	1	16	-0.5	-8	3	-4	-1.0	0	-2
COc1ccc(S(=O)(=O)N2CCOC2CNC(=O)C(=O)NCCc2ccc(OC)c(OC)c2)cc1C (stereo unspecified)	-3	2	-6	-0.8	-6	4	2	-1.5	-5	-1
CCCCCC(=O)N1CCCCC1	0	-7	7	-3.0	0	15	-2	1.3	2	2
Nc1ccc2c(c1)Cc1cc([N+](=O)[O-])ccc1-2	-3	-3	21	1.2	5	-9	-6	-1.0	-2	·
O=C(NCc1ccco1)C1CC(c2cc(C(F)(F)F)cc(C(F)(F)F)c2)=NO1 (stereo unspecified)	0	-3	-17	0.2	4	-1	4	-0.6	-7	0
COc1ccc(-c2csc(N(CC3CCCO3)C(=O)c3ccco3)n2)cc1 (stereo unspecified)	-2	0	-2	-1.5	-1	8	1	-0.7	0	-1
Cn1c(SCC(=O)N2CCCCC2)nc2c([nH]c3ccccc32)c1=O	-1	-1	0	-3.1	3	18	0	-0.4	-10	2
Cc1ccc(-c2nc(CN(CC3CCC3)CC3CCCO3)c(C)o2)s1 (stereo unspecified)	·	-5	6	-0.4	-3	2	-4	-1.3	0	1
COc1cccc(C(=O)CN(C(=O)c2ccc(Cl)c(Cl)c2)N2C(=O)c3ccccc3C2=O)c1	·	5	-22	4.3	-5	-23	2	-0.1	-1	-7
Cc1ccc(CSCC(=O)NCc2ccco2)cc1	-4	-4	12	-2.1	-3	10	-5	-2.8	-1	-1
Cn1ccnc1/C(=N\NC(=O)c1ccccc1)c1cccc([N+](=O)[O-])c1	-5	4	-17	-2.9	0	14	0	0.6	7	0
COCCCn1nnnc1SCC(=O)Nc1ccc2c(c1)OCCO2	·	1	19	-1.5	-1	7	-2	2.1	4	-2
CCc1c(C)sc(NC(=O)c2cc(-c3ccc(O)cc3)on2)c1C#N	·	1	-20	0.2	5	-1	4	-0.6	10	4
O=C(NCc1ccc(F)cc1)c1cccc2c1C(=O)N(Cc1cccnc1)C2	0	-2	-5	-0.2	-12	2	2	-0.3	-2	-2
